From PubChem
NIH3T3 tox: cytotoxic compounds in NIH 3T3 cells. Potency, µM (titrated, usually from 96.7 µM), inactives show at the highest dose activity change, negative = cytotoxicity, actives largely listed as inhibitors. AID 1345082. actives 4.3% (n = 94,000). NIH 3T3 viability, CellTiter-Glo ATP luminescence, 48-72 h; further: potency means the concentration at half of the fitted maximal effect; nearly all actives have a fitted effect of over 55% in size
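ATP-dependent luminescence (CellTiter-Glo) served as the viability signal for NIH 3T3 cells treated with compound for 48 or 72 hr at 37 °C.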
FLuc inh: Photinus pyralis luciferase inhibition. purified P. pyralis luciferase, luminescence, biochemical. Potency, µM (highest dose often 115 µM), for inactives: top-dose activity change, negative = inhibition, most hits filed as inhibitors. actives 2.5% (n = 76,000); further: potency means the concentration at half of the fitted maximal effect; nearly all actives have a fitted effect of over 65% in size
Target sequence (P08659 whole entry, looked up): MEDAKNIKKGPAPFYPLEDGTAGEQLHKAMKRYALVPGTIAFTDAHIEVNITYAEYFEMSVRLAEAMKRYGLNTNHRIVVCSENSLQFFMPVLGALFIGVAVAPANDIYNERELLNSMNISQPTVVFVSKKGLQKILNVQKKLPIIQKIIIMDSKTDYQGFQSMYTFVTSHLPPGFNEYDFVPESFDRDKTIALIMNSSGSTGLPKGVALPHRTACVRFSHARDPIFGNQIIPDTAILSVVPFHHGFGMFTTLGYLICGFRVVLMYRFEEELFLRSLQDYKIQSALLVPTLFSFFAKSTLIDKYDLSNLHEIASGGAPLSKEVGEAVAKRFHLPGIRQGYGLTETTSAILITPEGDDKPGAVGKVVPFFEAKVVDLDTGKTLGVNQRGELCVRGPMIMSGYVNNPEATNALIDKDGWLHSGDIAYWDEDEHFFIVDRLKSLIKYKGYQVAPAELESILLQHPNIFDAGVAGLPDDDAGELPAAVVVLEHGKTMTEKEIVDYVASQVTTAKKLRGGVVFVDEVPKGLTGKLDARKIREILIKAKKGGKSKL
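Cell-free enzyme assay, 10nM P. pyralis luciferase, luciferin and ATP each at 10uM. Inhibition profiled over a 6-point titration, read as luminescence.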
GPT2 inhibitor: inhibitors of human GPT2 alanine aminotransferase | Q8TD30 | Recombinant GPT2, coupled pyruvate oxidase/HRP Amplex Red fluorescence | Potency, µM (series often up to 57.7 µM), for the others: at the top dose activity change, negative = inhibition, most hits filed as inhibitors | actives 0.25% (n = 100,000) | AID 1671188; further: potency means the concentration at half of the fitted maximal effect; nearly all actives have a fitted effect of over 60% in size; many of its hits are not listed in these tables
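Recombinant GPT2 (10ng/uL) with 250uM a-KG and 2mM L-alanine, 30 min at room temperature, in HEPES pH 7.5 buffer. Pyruvate detected by pyruvate oxidase/HRP/Amplex Red fluorescence after 30 min in the dark; AOA (50uM) as positive control.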
IP6K1 inh: inhibitors of human IP6K1; Q92551; IP6K1 kinase, ADP-Glo luminescence, 2 h; stronger effect = lower value; activity change, % (series mostly up to about 58 µM); actives 0.81% (n = 140,000); in the data active means activity change below about -25%
Target sequence (Q92551 whole entry, looked up): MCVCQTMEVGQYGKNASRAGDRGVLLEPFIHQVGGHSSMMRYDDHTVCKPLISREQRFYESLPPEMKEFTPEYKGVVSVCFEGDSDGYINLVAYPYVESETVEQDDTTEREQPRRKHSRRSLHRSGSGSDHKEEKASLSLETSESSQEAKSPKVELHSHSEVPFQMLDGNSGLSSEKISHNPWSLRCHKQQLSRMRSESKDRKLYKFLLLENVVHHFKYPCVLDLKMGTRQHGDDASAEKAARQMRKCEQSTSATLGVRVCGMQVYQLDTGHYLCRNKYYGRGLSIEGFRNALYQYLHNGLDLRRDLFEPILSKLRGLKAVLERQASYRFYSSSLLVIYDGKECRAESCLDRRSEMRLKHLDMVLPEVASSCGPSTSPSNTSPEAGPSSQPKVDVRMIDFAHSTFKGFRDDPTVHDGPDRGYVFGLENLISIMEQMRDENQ
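ADP-Glo luminescence measures ADP made by human IP6K1 during a 2 h RT reaction with ATP/IP6 (mix at 1.3 mM/130 uM); top library doses 57.5 and 19.1 uM final.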
HEK cytotox: kills HEK 293 cells; Potency, µM (doses to about 115 µM), for the others: at the highest dose activity change, negative = cytotoxicity, actives largely listed as inhibitors; AID 1345083; HEK 293 viability, ATP luminescence (CellTiter-Glo), 48-72 h; actives 6.6% (n = 94,000); further: potency means the concentration at half of the fitted maximal effect; nearly all actives have a fitted effect of over 60% in size
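Luminescence from cellular ATP, measured with CellTiter-Glo, indicates HEK 293 viability. Cells plated at 250 cells/well are treated with compound for 48 or 72 hr at 37 degree Celsius before reagent addition.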
SNCA viab count: counter-screen for SNCA expression inhibitors: cell viability; HEK-293-SNCA-luc viability, GF-AFC fluorescence, 24 h; Potency, µM (highest dose often 57.1 µM), for the others: at the top dose activity change, negative = cytotoxicity, most hits filed as cytotoxic; actives 0.12% (n = 150,000); AID 1671193;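 further: potency means the concentration at half of the fitted maximal effect; 0% = DMSO-treated cells and -100% = medium-only wells without cells; nearly all actives have a fitted effect of over 30% in size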
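HEK-293-SNCA-luc cells (1500/well) plated 24 h, then exposed 24 h to a dilution series; GF-AFC added 30 min at 37C, fluorescence 405/540 nm; normalised to medium-only and DMSO wells, Hill fit.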
SNCA expr inhib: inhibitors of alpha-synuclein (SNCA) gene expression | HEK-293 SNCA-luciferase knock-in, luminescence, 24 h | Potency, µM (doses to about 57.2 µM), without a hit: at the highest dose activity change, negative = inhibition, usual class: inhibitors | actives 0.17% (n = 140,000) | AID 1671194;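 further: potency means the concentration at half of the fitted maximal effect; plate controls were DMSO cells for no effect and cell-free wells for full effect; nearly all actives have a fitted effect of over 45% in size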
An asterisk follows results filed as active; i = inactive; ? = inconclusive; . = no result given; & = joins results of further samples; [ ] = dose if it differs, or a comment. Unless noted, the call rests on the fitted dose curve; in most records, active means well fitted curve in the direction sought with a large enough effect; inconclusive means small, poorly fitted or top-dose-only effect, or another doubt; inactive means no such curve, though single readings can be large; an effect the other way counts as inactive or inconclusive. Unless noted, on the % scale 0 is the no-effect control and ±100 the full control effect. Rows were taken by chance (roughly 7.7% active in at least one column).

SMILES	NIH3T3 tox	FLuc inh	GPT2 inhibitor	IP6K1 inh	HEK cytotox	SNCA viab count	SNCA expr inhib
Cc1c(Cl)cccc1Nc1nc2ccc(C(=O)c3ccccc3)cc2n2cnnc12	.	.	.	37	.	3%	-19%
COc1ccc(Cc2nc3nccc(-c4ccc(F)cc4)n3n2)cc1	?	?	-16%	-5	?	-1%	25%
Cc1c(CCNC(=O)c2ccc(C(C)(C)C)cc2)sc2nc(-c3ccc(F)cc3)nn12	.	.	.	0	.	5%	48%[activator]
COc1ccccc1C(=O)N1CCCn2nc(C)c(-c3ccccc3OCc3ccccc3)c21	?	4%	-9%	8	?	6%	-29%
Cc1cnc(C2CCNC2)n1Cc1ccc(F)cc1 (configuration not stated)	-7%	3%	i	-6	-7%	-3%	8%
CCOc1ccc(NC(=O)CC2C(=O)N(c3ccc(C)cc3)C(=O)N2CCC2=CCCCC2)cc1 (configuration not stated)	.	.	.	-5	.	1%	47%[activator]
Cc1ccc(C(=O)N2CCn3c(nn(-c4ccc(C)cc4)c3=O)C2)cc1	-24%	-2%	i	-5	-18%	4%	-1%
CC(=O)c1ccc(NC(=O)N2C[C@@H]3C[C@H](C2)c2ccc(NC(=O)c4ccncc4)c(=O)n2C3)cc1	3%	-2%	1%	13	-15%	2%	8%
CC(C)n1nc(OC(C)(C)C(=O)NCCOc2ccccc2)c2cc(CN3CCOCC3)ccc21	?	-5%	i	-8	?	0%	-1%
Cc1nn(-c2ccccc2)c2c1C(C1CC1)N(C1CCN(Cc3cccc(F)c3)CC1)C2=O (configuration not stated)	-23%	.	.	6	?	.	.
O=C(CCCCCn1c(=O)c2sccc2n(Cc2ccc(Cl)cc2)c1=O)NCc1ccc2c(c1)OCO2	.	.	.	4	.	7%	20%
NC(=O)[C@@H]1CN(C(=O)CC2CCCC2)C[C@H]1COc1ccccc1	-1%	-2%	i	3	-11%	-2%	2%
O=C(CN1C(=O)COc2ccc(S(=O)(=O)N3CCCCC3)cc21)NCc1ccc(Cl)cc1	.	.	.	6	.	-23%	-10%
Cc1ccc(CSCc2ccc(C(=O)NCCc3ccc(Cl)cc3)o2)cc1	.	.	.	-1	.	-7%	-29%
O=C1C2=C(Nc3ccccc3SC2c2ccc(C(F)(F)F)cc2)c2ccccc21 (configuration not stated)	.	.	.	-17	.	?	-40%
O=C(c1cccc(Cl)c1)N1CCCN(c2ccnc3ccnn23)CC1	?	.	-8%	2	?	0%	2%
CNC(=O)c1cc(C2CC2)nc2c1c(C1CCCN(C(=O)c3ccccc3)C1)nn2C (configuration not stated)	?	.	.	-11	?	.	.
O=C(NCc1ccccc1Cl)C1=Cc2cc(Br)ccc2OC1	.	.	.	4	.	12%	8%
CCNC(=O)O[C@@H]1CO[C@H]2[C@@H]1OC[C@@H]2NC(=S)Nc1ccc(N(C)C)cc1	?	?	?	24	-17%[172 µM]	3%[87.6 µM]	83%[activator][87.6 µM]
O=C([C@H]1O[C@H](CCN2CCOCC2)CC[C@@H]1O)N1CCN(c2ccccc2)CC1	-18%[138 µM]	-13%[172 µM]	-1%[88.5 µM]	-1	-15%[172 µM]	-4%[87.6 µM]	-3%[87.6 µM]
CC(C)[C@@H]1CN(C(=O)c2scc3c2CCCC3)C[C@H]1NS(C)(=O)=O	-30%	-14%	-1%	11	-28%	1%	-1%
O=C(/C=C/c1ccc(O)cc1)OCC1=CC2OC(=O)C3=CO[C@@H](O[C@@H]4O[C@H](CO)[C@@H](O)[C@H](O)[C@H]4O)[C@H]1[C@@H]32 (some centres not stated)	.	.	-20%[27.3 µM]	16	.	4%[23.9 µM]	.
O=C1CC2(CCN(C(=O)c3ccc(C(F)(F)F)cc3)CC2)Oc2ccccc21	?	-5%	3%	9	?	-13%	6%
O=C(O)CCC(=O)N[C@H]1CCN2C(=O)c3cc(-c4ccccc4F)ccc3NC(=O)[C@H]12	5%[174 µM]	6%[172 µM]	2%[88.5 µM]	-11	-5%[172 µM]	0%[87.6 µM]	-15%[87.6 µM]
CC(C)c1ccc(C(=O)Nc2cc(-c3ccccc3F)nn2-c2ccccc2)cc1	.	.	.	1	.	3%	-6%
COCCC1(CO)CCCN(Cc2cc(Cl)cc(OC)c2OC)C1 (configuration not stated)	-1%	12%	0%	-7	?	-5%	3%
CCn1c(C)c(C)c2cc(C(=O)NCCc3cc(OC)ccc3OC)ccc21	.	.	.	-1	.	-16%	12%
COc1cc2c(cc1Cc1cccc(Cl)c1F)c(=O)c(C(=O)O)cn2[C@H](CO)C(C)C	.	.	i	.	.	-4%	8%
O=C(CSc1ccc(-c2cccs2)nn1)Nc1ccccc1	.	.	.	1	.	4%	37%[activator]
O=C1Nc2ccccc2CC12CCCN2Cc1ccc(F)cc1 (configuration not stated)	-10%	.	2%	-3	-15%	-6%	1%
CC(CCc1ccccc1)NC(=O)CN1C(=O)NC(c2ccc(Cl)cc2)C2=C1COC2=O (configuration not stated)	?	2%	i	-1	40µM*	-19%	-21%
CN1c2cc(C(=O)Nc3ccc(Br)cc3)ccc2C(=O)N2CCCCCC21 (configuration not stated)	?	?	i	15	35µM*	8%[12.5 µM]	21%
COCCOc1ccc(C(=O)N[C@@H]2CN(C(=O)Nc3cccc(C#N)c3)CCC[C@H]2O)cc1	-13%	6%	?	12	-26%	0%	-2%
O=C(CCN1CCN(C(=O)OCc2cc(Cl)cc(Cl)c2)CC1)c1ccc2[nH]c(=O)oc2c1	.	.	-2%	-16	.	-13%&-8%	71%[activator]
O=C(Nc1ccc(Cl)nc1)c1cccn2cncc12	-6%[138 µM]	?	i	7	-26%[172 µM]	-2%[87.6 µM]	70%[activator][87.6 µM]
CCc1nc(CC)n2ccn(Cc3ccc(C#N)cc3)c(=O)c12	-5%	3%	i	0	-16%	7%	-23%
CC1Cn2c(C(=O)NCCc3ccc(Cl)cc3)cc3cccc(c32)S1 (configuration not stated)	.	.	.	27	.	5%	?
Cc1ccc(NC(=O)CN2C(=O)CSc3ccc(S(=O)(=O)N(C)C)cc32)c(C)c1	.	.	.	-14	.	-16%	5%
COc1ccc(-c2cc(C(=O)NCc3ccccn3)c3cnn(C)c3n2)cc1	?	.	i	2	?	-11%	119%[activator]
Cc1ccc2onc(CC(=O)N3CCN(c4ccc(Cl)cc4)CC3)c2c1	.	.	.	1	.	8%	6%
CNC(=O)[C@H]1CN(C(=O)c2cccc(OC)c2)[C@]2(C)C(=O)N(CC3CC3)c3ccccc3[C@H]12	?	.	i	17	-17%[57.5 µM]	-14%[23.9 µM]	-11%[25.6 µM]
Cc1cn2nc(C(=O)Nc3ccc(F)c(F)c3)cc2c(N(C)Cc2ccccc2)n1	?	0%	3%	-11	?	15%	-14%
Cc1ccc(-c2cccc(CN3CCCC(NC(=O)NC4CCCC4)C3)c2)cc1Cl (configuration not stated)	-18%	.	-3%	-13	5%	23%	13%
COc1ccc(-c2ccc(NS(=O)(=O)c3ccc(C(C)=O)cc3)cc2)nn1	.	.	.	2	.	0%	29%
CCOC(=O)c1ccc(NC(=O)c2cn3c4c(ccc(Cl)c4c2=O)OC(C)C3)cc1 (configuration not stated)	.	.	.	-5	.	-4%	-11%

Part of the list above in order of SMILES length, lowest first:
SMILES	NIH3T3 tox	FLuc inh	GPT2 inhibitor	IP6K1 inh	HEK cytotox	SNCA viab count	SNCA expr inhib
O=C(Nc1ccc(Cl)nc1)c1cccn2cncc12	-6%[138 µM]	?	i	7	-26%[172 µM]	-2%[87.6 µM]	70%[activator][87.6 µM]
COc1ccc(-c2cc(C(=O)NCc3ccccn3)c3cnn(C)c3n2)cc1	?	.	i	2	?	-11%	119%[activator]
Cc1ccc(-c2cccc(CN3CCCC(NC(=O)NC4CCCC4)C3)c2)cc1Cl (configuration not stated)	-18%	.	-3%	-13	5%	23%	13%
CCOC(=O)c1ccc(NC(=O)c2cn3c4c(ccc(Cl)c4c2=O)OC(C)C3)cc1 (configuration not stated)	.	.	.	-5	.	-4%	-11%
CC(CCc1ccccc1)NC(=O)CN1C(=O)NC(c2ccc(Cl)cc2)C2=C1COC2=O (configuration not stated)	?	2%	i	-1	40µM*	-19%	-21%
O=C(CCN1CCN(C(=O)OCc2cc(Cl)cc(Cl)c2)CC1)c1ccc2[nH]c(=O)oc2c1	.	.	-2%	-16	.	-13%&-8%	71%[activator]

Carrying on:
SMILES	NIH3T3 tox	FLuc inh	GPT2 inhibitor	IP6K1 inh	HEK cytotox	SNCA viab count	SNCA expr inhib
CC(=O)N1C[C@@H](C(=O)NCc2ccc3c(c2)OCO3)[C@H](c2nc(C)no2)C1	-17%	-14%	i	8	-6%	1%	3%
Cc1cccn2c3c(c(=O)nc12)C(c1cccc(F)c1)CC(=O)N3 (configuration not stated)	.	.	.	-1	.	23%	37%[activator]
C[C@H]1CCCN1C(=O)c1nnc(CNCCCn2ccnc2)n1-c1ccccc1	?	-3%[172 µM]	-7%[88.5 µM]	-6	i	2%[87.6 µM]	-4%[87.6 µM]
CCC(C(=O)N1CCCN(c2cc(-c3ccc(OC)cc3)[nH]n2)CC1)c1ccccc1 (configuration not stated)	?	0%	?	4	40µM*	-9%	2%
COc1ccc(CC(=O)Nc2sc3c(c2C(=O)Nc2ccc(C)cc2)CCCCC3)cc1	.	.	.	16	.	11%	36%[activator]
Cn1nccc1C(=O)N1CCCCCCNC(=O)[C@@H]2C[C@@H](c3nc(Cc4ccccc4)no3)C[C@@H]21	?	-13%	-10%	0	?	1%	1%
O=C1Nc2cnccc2C2(CCN(C(=O)c3cccnc3)C2)O1 (configuration not stated)	-7%[138 µM]	-5%[172 µM]	i	9	-3%[172 µM]	-1%[87.6 µM]	-19%[87.6 µM]
O=c1n(-c2ccc([N+](=O)[O-])cc2)nc2n1CCN(Cc1ccc(F)cc1)C2	?	1%	-9%	6	35µM*	-3%	9%
COC(=O)c1cnc(NCc2ccc(F)cc2)c2ccccc12	.	.	.	65	.	-9%	-4%
CC(=O)N1CCN(C[C@@H]2C=C(C)[C@H](Cc3nnc(-c4cccnc4)o3)C[C@H]2C(C)C)CC1	?	5%	?	10	?	-15%	5%
c1cc(OCCCN2CCCCC2)ccc1CN1CCCCC1	.	.	-41%	14	.	-17%	.
Cc1ccc(-c2cccc(C(=O)N3CC[C@](C)(O)[C@H](C)C3)c2)o1	-2%	-18%	1%	-11	?	-11%	32%[activator]
COC(=O)N1CCC(C(=O)N2CCC(c3nc4ncccc4[nH]3)CC2)CC1	i	.	i	-3	i	-20%	2%
CCOc1cc2c(cn1)NCCN(Cc1ccncc1Cl)C2	?	4%[172 µM]	-19%[88.5 µM]	18	?	-2%[87.6 µM]	-13%[87.6 µM]
CC(=O)N1CCn2c(nnc2C2CCCN2Cc2cn[nH]c2-c2cccs2)C1 (configuration not stated)	-6%	.	i	11	i	5%	20%
O=C(Nc1ccccc1)N1CCCC(c2nc(CCOc3ccc(F)cc3)no2)C1 (configuration not stated)	-24%	-6%	-4%	-5	?	3%	40%[activator]
CCN1CCN(C(=O)c2cc(-c3cc(Cl)cc(Cl)c3)nc3c2cnn3C)CC1	-25%	.	.	4	-2%	.	.
